CHO-K1 Ca antag: M1 antagonist counterscreen hit in parental CHO-K1 cells | ATP-induced calcium, Fluo-8 fluorescence | inhibition, % at 3 µM | actives 0.6% (n = 360,000);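 active = inhibition above a per-plate cutoff, the plate's mean sample inhibition plus 3 SD, cut at about 24% in these data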;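 also: 0% = DMSO plus EC80 ATP and 100% = DMSO alone without ATP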
CHO-K1 Ca PAM: M1 PAM counterscreen hit in parental CHO-K1 cells | actives 0.02% (n = 360,000) | activation, % at 3 µM | ATP EC20, Fluo-8 calcium fluorescence; 0% at ATP EC20, 100% at ATP max;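 active = activation above the run cutoff, the mean activation of all test compounds plus 3 SD, cut at about 40% in these data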;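 also: peak over basal fluorescence ratio in a 140 s read after ATP addition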
CHRM1 PAM: human CHRM1 positive allosteric modulation; P11229; CHO-K1 hM1, Fluo-8 calcium fluorescence, ACh EC20; 0% = ACh EC20, 100% = maximal ACh; activation, % at 3 µM; actives 0.088% (n = 360,000); in the data active = activation above about 19%, passing the limit was not always enough
Target sequence (P11229 whole entry, looked up): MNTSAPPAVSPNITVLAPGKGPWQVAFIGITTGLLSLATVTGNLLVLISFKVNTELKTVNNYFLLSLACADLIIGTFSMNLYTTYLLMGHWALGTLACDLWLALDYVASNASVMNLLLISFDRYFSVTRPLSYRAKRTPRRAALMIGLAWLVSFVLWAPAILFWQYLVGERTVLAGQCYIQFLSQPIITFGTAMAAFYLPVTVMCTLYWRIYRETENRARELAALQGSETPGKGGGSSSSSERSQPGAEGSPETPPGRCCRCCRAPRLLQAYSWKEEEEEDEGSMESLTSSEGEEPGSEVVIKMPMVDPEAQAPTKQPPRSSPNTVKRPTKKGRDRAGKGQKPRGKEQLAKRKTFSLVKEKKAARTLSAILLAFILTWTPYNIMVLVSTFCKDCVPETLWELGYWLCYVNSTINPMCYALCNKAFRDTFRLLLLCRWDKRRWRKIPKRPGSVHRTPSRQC
CHO-K1 Ca ag: counter-screen for M1 agonists: effect in parental CHO-K1 cells; Fluo-8 calcium fluorescence; scaled to maximal ATP response, vehicle zero; activation, % at 3 µM; actives 0.48% (n = 360,000); AID 602248; in the data active = activation above about 15%;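 also: untransfected CHO-K1 host cells lacking M1 receptor as counterscreen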
CHO parental Ca: counter-screen: ATP calcium response change in parental CHO cells; actives 0.63% (n = 330,000); inhibition, % at 5.6 µM; parental CHO-K1, ATP-induced calcium, Fluo-8 fluorescence; AID 463079;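 active = inhibition above that plate's mean sample inhibition plus 3 SD, cut at about 26% in these data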;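 also: 0% = ATP-challenged DMSO wells and 100% = DMSO wells without ATP; some compounds past the cut are filed as inactive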
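Test system: untransfected parental CHO cell line; also added: ATP stimulus; dosing: 5.6 µM, single dose; signal: calcium-sensitive Fluo-8 fluorescence; measure: percent inhibition of ATP-evoked calcium rise, normalized to controls; benchmarks: low control ATP plus DMSO, high control DMSO only; replication: one well per compound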
TAAR1 ag: human TAAR1 agonism; actives 0.99% (n = 360,000); activation, % at 3 µM; AID 624467; CHO RD-HGA16 TAAR1, Fluo-8 calcium fluorescence; vehicle wells 0%, saturating PEA agonist 100%;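 active = activation above the mean activation of all test compounds in the run plus 3 SD, cut at about 38% in these data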
Target sequence (Q96RJ0 whole entry, looked up): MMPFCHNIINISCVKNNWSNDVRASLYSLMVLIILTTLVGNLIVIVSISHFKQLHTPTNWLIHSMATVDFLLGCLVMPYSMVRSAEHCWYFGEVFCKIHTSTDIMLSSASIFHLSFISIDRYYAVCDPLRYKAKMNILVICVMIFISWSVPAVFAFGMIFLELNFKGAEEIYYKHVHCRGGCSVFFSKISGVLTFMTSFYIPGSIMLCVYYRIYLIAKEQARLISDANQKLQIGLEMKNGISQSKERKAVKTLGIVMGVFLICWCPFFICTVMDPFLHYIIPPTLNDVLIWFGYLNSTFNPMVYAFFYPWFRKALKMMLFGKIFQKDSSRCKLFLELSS
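System: CHO-derived RD-HGA16 cells with stable Gα16 and human TAAR1 / Times: 17-24 h plating, Fluo-8 75 min 37 °C, 30 min RT / Technique: calcium-sensitive Fluo-8 signal, excitation 470-495, emission 515-575 nm / Measure: % activation relative to PEA EC100 response / Benchmarks: DMSO and PEA EC100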
CHRM1 agonist: activates human CHRM1 receptor. CHO-K1 hM1, Fluo-8 calcium fluorescence, agonist mode; 0% DMSO, 100% acetylcholine EC100. activation, % at 3 µM. actives 0.33% (n = 360,000). AID 588814;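 active = activation above the run's mean compound activation plus 3 SD, cut at about 16% in these data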;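 also: peak over basal fluorescence ratio within a 140 s kinetic read after compound addition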
TAAR1 antagonist: human TAAR1 antagonism; Q96RJ0; CHO RD-HGA16 TAAR1, Fluo-8 calcium fluorescence, antagonist; inhibition, % at 3 µM; actives 1.5% (n = 360,000);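 active = inhibition above a per-plate cutoff, the mean inhibition of test compounds on that plate plus 3 SD, cut at about 49% in these data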;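 also: 0% = DMSO plus EC80 beta-PEA response and 100% = DMSO alone without agonist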
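Test system: CHO RD-HGA16 cells bearing hTAAR1 | Reagent: β-PEA, EC80 | Compound dosing: 3 µM, single point | Schedule: Dye loading 75 min at 37 °C, then 30 min room temperature | Signal: Calcium fluorescence with Fluo-8 | Evaluation: Percent inhibition of PEA-evoked calcium signal, max/basal emission ratio | Control set: DMSO-only wells and EC80 β-PEA-stimulated wells | Repeats: Singlicate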
CHRM1 antagonist: antagonists of human M1 muscarinic receptor; P11229; CHO-K1 hM1, Fluo-8 calcium fluorescence, ACh EC80 antagonist; inhibition, % at 3 µM; actives 1.3% (n = 360,000); AID 588852;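 active = percent inhibition above its own plate's cutoff, namely the mean of that plate's compound wells plus 3 SD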;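 also: peak over basal fluorescence ratio during 140 s after agonist addition; 0% = ACh EC80 plus DMSO and 100% = DMSO alone without agonist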
* marks the source's active call; other numbers are inactive results; · = no result given. Compounds as they come; 4.4% or so of the library scored in one or more.

cpd	structure	CHO-K1 Ca PAM	CHO-K1 Ca antag	CHO parental Ca	CHO-K1 Ca ag	TAAR1 antagonist	CHRM1 antagonist	TAAR1 ag	CHRM1 agonist	CHRM1 PAM
1	CCC1NC(=O)c2cc3ccccc3cc2-n2c1nc1cc(OC)c(OC)cc1c2=O (stereo not given)	-2.3	-5.9	·	3.5	-4.5	-5.2	9.2	-5.0	-1.4
2	Cn1nc(C(=O)NNC(=O)CCOc2ccc(C(C)(C)C)cc2)c2ccccc2c1=O	-11.9	-5.9	-19.2	1.0	-7.7	0.8	16.8	-4.3	7.1
3	CC1(c2nnnn2Cc2ccccc2)CCC(=O)N1Cc1cccnc1 (stereo not given)	5.0	-6.2	·	0.2	-10.7	·	0.8	·	·
4	CC(=O)c1cccc(NC(=O)CSc2n[nH]c(=O)n2C2CC2)c1	21.9	-13.0	-8.7	0.8	-17.9	-10.8	0.2	-2.4	7.7
5	COc1c(Cl)cc(Cl)cc1CNCCNCC(C)O (stereo not given)	6.6	-7.3	-16.1	0.2	-6.4	-10.1	-1.5	-8.9	0.9
6	CCOc1ccccc1NC(=O)COC(=O)c1c(CC)noc1C	8.0	2.7	·	-0.5	-0.8	-6.8	0.8	1.4	12.8
7	CCOc1ccc(CCNC(=O)CN2C(=O)NC3(CCCC3)C2=O)cc1OCC	-4.4	-19.0	-12.1	1.2	-20.2	-10.3	0.9	-0.3	5.7
8	CC(C)N(C(=O)[C@H]1C[C@H](CC(=O)NC(C)(C)C)C(=O)N2CCc3c([nH]c4ccc(Cl)cc34)[C@]12C)C(C)C	12.8	-15.4	-35.8	-0.8	-58.2	-8.3	-2.3	-5.8	3.4
9	COC(=O)c1cccc(Oc2nc3c(c(=O)n(C)c(=O)n3C)n2C(C)C)c1	-1.8	16.4	-11.1	-0.5	-21.9	-14.4	0.5	-1.5	5.5
10	COCCNC(=O)C(OC(=O)c1cccs1)c1ccc(F)cc1 (stereo not given)	6.7	-12.8	-8.6	-0.2	-3.0	-2.3	4.6	-7.5	7.9
11	COc1ccc2cc(C(=O)Nc3c(C)n(C)n(-c4ccccc4)c3=O)sc(=O)c2c1OC	2.0	6.0	-10.8	0.1	·	-6.1	·	-8.3	3.5
12	CCn1c(SCC(=O)NC2CCCC2)nnc1C(C)NC(=O)c1ccccc1Br (stereo not given)	16.5	-17.3	-6.5	0.7	-6.4	-18.8	0.7	-3.9	9.5
13	COc1ccccc1C(=O)NCCC(=O)Nc1nc2ccccc2[nH]1	8.0	4.6	11.5	0.8	1.9	-10.8	3.6	-2.0	8.3
14	Cc1ccc2c(=O)n3c(nc2c1)C(CC(C)C)NC(=O)c1cccnc1-3 (stereo not given)	3.2	2.9	·	-0.5	-37.2	-6.2	-0.1	-6.1	1.0
15	CCOc1ccc(NCC2CCOC(C)(C)C2)cc1 (stereo not given)	-6.6	6.4	-1.0	0.1	-16.2	-15.3	3.0	-3.6	2.1
16	O=c1[nH]c2ccccc2n1C1=CCNCC1	-1.4	1.7	·	-0.5	-18.0	-9.8	0.8	0.6	10.5
17	Cc1ccccc1OCCNCC(C)O (stereo not given)	-5.4	-1.7	-7.7	0.6	-18.1	7.6	2.8	0.9	-4.8
18	CC(=O)O[C@@H](Cc1ccc(O)cc1)C(=O)CC(C)C	-4.2	-1.5	·	1.5	-9.2	·	0.9	·	·
19	COc1ccccc1N1CCN(S(=O)(=O)c2ccc3nc(-c4ccccc4)[nH]c3c2)CC1	3.5	3.0	-21.1	1.5	6.3	-6.0	0.3	-10.9	-1.4
20	O=C(CCc1ccc(S(=O)(=O)NCc2ccccc2)cc1)NCc1ccc2c(c1)OCO2	3.8	-34.9	-11.0	3.5	15.7	-2.6	7.9	-1.2	-0.6
21	COc1ccc(N2CC(C(=O)N/N=C/c3cc([N+](=O)[O-])ccc3O)CC2=O)cc1 (stereo not given)	29.3	-17.7	-11.2	0.4	0.5	-18.4	6.2	-8.6	19.8
22	Oc1nc(Nc2ccc(F)cc2)sc1/C=C1\C=Nc2ccccc21	6.9	-2.8	1.9	2.0	27.5	-15.7	-0.7	2.4	10.8
23	O=C(O)c1cc(N/N=C2/CC(c3ccccc3)Oc3ccccc32)ccc1Cl (stereo not given)	9.3	2.7	-11.2	1.7	-16.3	3.5	-2.1	-9.5	1.1
24	C=CCn1c(SCc2ccccc2)nc2c1c(=O)[nH]c(=O)n2C	-0.2	20.1	-16.2	0.3	2.3	6.8	-1.5	-7.8	-1.9
25	COCCN(C(=O)CSc1nnc(-c2cccc(OC)c2)n1C)c1c(N)n(Cc2ccccc2)c(=O)[nH]c1=O	22.2	-15.6	16.7	1.5	·	-7.1	·	-4.8	6.1
26	CC(=O)Nc1ccc(NC(=O)[C@H](C)NC(=O)c2ccco2)cc1	-0.2	-2.3	-1.9	1.0	-15.7	-0.4	0.9	-2.7	-1.0
27	Cc1cc2c(cc1S(=O)(=O)Nc1cccc(C)c1C)n(C)c(=O)c(=O)n2C	-7.8	6.9	4.9	0.1	-12.3	-7.0	4.7	-3.4	3.0
28	Cc1c(C(=O)NCc2ccccc2)oc2ccc(S(=O)(=O)N3CCC4(CC3)OCCO4)cc12	8.0	7.3	-23.1	4.6	22.8	8.8	18.3	-1.5	0.3
29	O=C(NCc1ccccn1)C1CCN(C2CCN(Cc3cccc(F)c3)CC2)CC1	13.0	-5.5	·	0.4	-13.9	-6.6	1.6	-8.5	1.2
30	COc1ccc(/C(C)=N/NC(=O)CNC(=O)c2ccncc2)c(OC)c1	14.0	-22.1	-1.5	0.8	-5.7	-9.0	0.9	-1.5	9.4
31	CCC(=O)c1ccc(OCC(O)CNCc2ccc(F)cc2)cc1 (stereo not given)	20.6	-3.9	-6.1	5.0	-17.2	-10.4	8.3	-1.0	15.7
32	Cc1cccc(C(=O)N(Cc2ccco2)c2c(N)n(Cc3ccccc3)c(=O)[nH]c2=O)c1	1.7	-15.1	-21.7	0.1	-37.4	-8.0	25.7	-4.3	5.8
33	COc1ccccc1Cc1c(-c2ccc(C)cc2)nc2ccc(Cl)cn12	-8.5	5.0	·	-0.5	-3.2	-10.2	2.1	-5.8	-4.6
34	Cc1ccc(CSc2nnc(CCNC(=O)OC(C)(C)C)o2)cc1	11.1	-10.8	-10.1	6.6	-25.8	15.2	-1.4	-1.7	-3.6
35	O=C(c1ccc(F)cc1F)N(Cc1ccccn1)Cc1ccco1	10.9	-36.8	-7.5	0.9	3.9	-10.0	4.5	-3.9	12.3
36	CC1C(c2ccccc2)=Nn2c(=O)n(-c3ccccc3)c(=O)n21 (stereo not given)	-8.0	13.8	·	0.8	-5.0	11.9	0.8	-3.1	0.1
37	COc1cc(Cl)cc(C#N)c1OCC(=O)O	14.1	-9.4	-7.6	-0.1	-4.6	2.7	4.1	-1.5	0.2
38	Cn1c(C(O)C(O)c2ccccc2)nc2ccccc21 (stereo not given)	5.7	-1.3	-6.0	4.9	3.4	9.1	7.0	-3.0	-7.8
39	COc1ccc(/C=N/NC(=O)c2nc(-c3ccccc3)n(-c3ccccc3)n2)cc1	10.7	-10.4	-16.1	0.3	-14.2	7.1	2.1	-7.5	-3.6
40	CSC1=NCCN1C(=O)c1ccc(Br)o1	-4.4	-10.4	-11.8	0.2	-19.7	-4.5	1.5	-1.6	7.6
41	CCOC(=O)NC(Cc1c[nH]c2ccccc12)C(=O)NCCc1ccc(S(N)(=O)=O)cc1 (stereo not given)	-0.4	-10.4	-7.8	0.1	-8.2	-13.4	6.9	-1.7	6.9
42	COc1ccc(CNC(=O)C(c2cccs2)N(C(=O)c2csnn2)C2CC2)cc1 (stereo not given)	11.6	-1.2	3.7	3.4	16.1	-8.1	5.5	-3.0	2.9
43	Cc1nn(Cc2ccc(Cl)cc2)c(C)c1NC(=O)Cn1nc([N+](=O)[O-])c(Cl)c1C	8.0	-11.1	7.8	0.3	-7.8	-39.7	3.4	-0.1	0.8
44	O=C(/C=C/Sc1ccccc1)c1ccc(Cl)cc1	11.4	-3.6	-22.0	-0.2	-15.7	-14.1	4.6	-4.7	8.4
45	CCN(CC)C(=O)Cn1ccc(NC(C)=O)nc1=O	-8.4	-5.5	2.9	2.8	-7.3	-10.9	2.3	-3.3	9.0
46	COc1ccc2c(c1)c(CCN1C(=O)c3ccccc3C1=O)cn2C(=O)c1ccco1	13.6	-21.9	-18.8	0.9	56.8*	-10.4	5.2	-3.9	-4.3
47	COc1ccccc1CNC(=O)CSc1ccsc1[N+](=O)[O-]	-13.4	15.5	-19.1	-0.3	2.8	-4.5	-0.7	-10.0	0.3
48	CSc1cccc(NC(=O)C2CCCN(S(=O)(=O)c3cnc[nH]3)C2)c1 (stereo not given)	9.7	-6.7	·	-0.2	-0.9	-8.8	0.5	-1.9	2.3
49	Cc1nn(-c2ccccc2)cc1/C=N/O	13.6	-0.6	-9.1	0.1	18.2	13.0	5.1	-1.7	1.3
50	Nc1cc(Nc2ccccc2)c2nonc2c1[N+](=O)[O-]	5.3	-11.7	9.7	2.5	-26.2	9.9	0.6	-3.2	-3.8
51	O=C(c1cc2ccccc2o1)c1cccs1	25.6	-9.5	-9.8	0.2	-2.7	-6.8	11.1	-3.4	6.6
52	COc1ccccc1NCN1C(=O)CCC1=O	-0.1	8.4	4.4	0.2	15.7	-1.9	0.2	-2.4	0.3
53	O=C(CNC(=O)N1CC(=O)Nc2ccccc21)NCCc1ccc(Cl)cc1	13.1	-15.4	-13.4	0.3	-11.5	-1.8	9.3	-3.1	2.1
54	COc1cccc(CNC(=O)CCCSc2ccccc2)c1	-0.5	-17.9	-11.3	0.7	9.3	10.2	-2.3	-2.0	-3.7
55	CN(Cc1c(C(=O)N2CCc3ccccc3C2)nc2ccc(Cl)cn12)C(C1CC1)C1CC1	12.4	-16.5	-13.4	0.3	-8.4	-16.1	3.5	-4.7	12.8
56	CCOC(=O)Cc1csc(SCc2cc(=O)oc3cc(O)ccc23)n1	12.0	1.5	1.6	5.1	3.6	-2.5	-0.8	-5.6	5.3
57	O=c1c(Cl)c2oc3ccccc3nc-2c2ccccc12	13.2	-8.9	4.8	3.9	·	-1.8	·	1.5	4.6

Some of these compounds in order of the TAAR1 ag value, low to high:
no. | Compound | TAAR1 antagonist | CHRM1 antagonist | TAAR1 ag | CHRM1 agonist | CHRM1 PAM
49 | Cc1nn(-c2ccccc2)cc1/C=N/O | 18.2 | 13.0 | 5.1 | -1.7 | 1.3
53 | O=C(CNC(=O)N1CC(=O)Nc2ccccc21)NCCc1ccc(Cl)cc1 | -11.5 | -1.8 | 9.3 | -3.1 | 2.1
51 | O=C(c1cc2ccccc2o1)c1cccs1 | -2.7 | -6.8 | 11.1 | -3.4 | 6.6
